Pf Dd2 growth = P. falciparum Dd2 growth inhibitors, primary screen, SYBR Green fluorescence, single dose replicates. 72 h; hits give low values. activity change, % at 10 µM. 2.3% of 94,000 active; in the data active = activity change below about -80%; inconclusive = no clear call, values can overlap the other calls
T cruzi growth = T. cruzi intracellular proliferation inhibitors, primary screen, cell-based, beta-gal Tulahuen parasites, NIH3T3 host, luminescence | T. cruzi beta-gal in NIH3T3, GalScreen luminescence, 90 h | inhibition, % at 8.34 µM | 5.9% of 77,000 active;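 active = mean inhibition above about 93%, with at least 55% of replicates each passing it, limit read from the data, passing the limit was not always enough; inconclusive = only one of those two conditions holds; inactive = neither condition holds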
C diff HTS = C. difficile growth inhibitors, primary screen, HTS; Clostridium difficile clinical isolate growth, OD600, 24 h; hits give low values; growth activity, negative = inhibition, % at 16 µg/mL (by protocol); 0.25% of 86,000 active;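 active = mean growth activity at or below -80% and every replicate also at or below -80%; inconclusive = mean at or below -80% but some replicate above -80%; inactive = mean growth activity above -80%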;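 note: 0% = DMSO wells and -100% = levofloxacin 16 µg/mL wells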
GASC1 inh = inhibitors of GASC-1 (KDM4C) histone demethylase, primary screen, biochemical, single concentration HTS; Lysine-specific demethylase 4C (Homo sapiens), Q9H3R0; GST-KDM4C 2-372, H3K9me3 peptide, LANCE TR-FRET; inhibition, % at 12.5 µM; 0.15% of 96,000 active; AID 720574, 2013;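 active = mean replicate inhibition above about 25%, with at least 55% of replicates also reaching it, limit read from the data, passing the limit was not always enough; inconclusive = only one of those two conditions met; inactive = neither condition met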
Target sequence (Q9H3R0 2-372 limits assumed): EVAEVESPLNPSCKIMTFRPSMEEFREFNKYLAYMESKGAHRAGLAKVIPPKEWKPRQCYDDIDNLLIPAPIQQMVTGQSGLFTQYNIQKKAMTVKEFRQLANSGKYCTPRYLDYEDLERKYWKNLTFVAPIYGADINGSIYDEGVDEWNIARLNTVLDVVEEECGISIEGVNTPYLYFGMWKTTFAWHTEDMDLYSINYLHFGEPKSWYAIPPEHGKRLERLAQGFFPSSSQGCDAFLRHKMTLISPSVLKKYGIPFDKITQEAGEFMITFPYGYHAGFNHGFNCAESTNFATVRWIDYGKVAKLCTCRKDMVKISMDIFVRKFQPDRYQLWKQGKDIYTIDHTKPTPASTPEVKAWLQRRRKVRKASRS
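Test system – GST-tagged GASC-1 (JMJD2C) catalytic fragment, aa 2-372 · Medium – HEPES buffer, pH 7.5, plus ascorbate · Reagent – H3K9me3 peptide with Fe(II)/2OG · Compound – one test concentration per compound · Timing – 30 min reaction, 60 min detection, RT · Technique – TR-FRET with Eu antibody and ULight streptavidin, EDTA stop · Read-out basis – inhibition from TR-FRET ratio decrease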
* = called active by the depositor; ? = inconclusive; nt = no result given; & = joins results of further samples.

SMILES | Pf Dd2 growth | T cruzi growth | C diff HTS | GASC1 inh
C[C@@H]1CCCCO[C@@H](CN(C)CC2CC2)[C@@H](C)CN([C@H](C)CO)C(=O)c2cc(NC(=O)Nc3ccc4c(c3)OCO4)ccc2O1 | ? | 25 | nt | -0.4
CN1C(=O)c2cc(NS(C)(=O)=O)ccc2OC[C@@H]2O[C@@H](CC(=O)NC3CCCCC3)CC[C@H]21 | nt | 11 | 4 | -0.3
CC(C)CC#Cc1ccc2c(c1)O[C@H](CN(C)C(=O)C1CCC1)[C@@H](C)CN([C@@H](C)CO)S2(=O)=O | -54 | 106* | -10 | -2.5
C[C@@H]1CN([C@H](C)CO)C(=O)c2cc(C#Cc3ccccc3)cnc2O[C@@H]1CN(C)S(=O)(=O)c1ccccc1F | -67 | 71 | 0 | nt
C[C@@H]1CN([C@H](C)CO)C(=O)c2ccccc2-c2ccccc2CO[C@@H]1CN(C)S(=O)(=O)c1ccccc1 | 21 | 3 | nt | -1.8
O=C(Nc1ccccc1F)N1CCCCN2[C@H](CO)[C@@H](c3ccc(C4=CCCCC4)cc3)[C@H]2C1 | -55 | 103* | 20 | nt
COc1ccc(NC(=O)Nc2cccc3c2O[C@@H](CN(C)S(=O)(=O)c2cn(C)cn2)[C@@H](C)CN([C@@H](C)CO)C3=O)cc1 | -1 | 17 | 8 | 0.1
C[C@@H]1CN([C@H](C)CO)C(=O)Cc2cc(NC(=O)Nc3cccc4ccccc34)ccc2O[C@H]1CN(C)Cc1ccc(Cl)c(Cl)c1 | -4 | 66 | -3 | -0.5
C[C@@H]1CN([C@H](C)CO)C(=O)c2cc(/C=C/c3ccccc3)cnc2O[C@H]1CN(C)C(=O)C1CCC1 | -63 | nt | 0 | -2.3
CCCNC(=O)[C@@H]1[C@@H](CO)[C@@H]2Cn3c(ccc(C4=CCCC4)c3=O)[C@@H]2N1Cc1ccccc1 | -35 | 13 | -3 | 2.4
C[C@@H]1CCCCO[C@@H](CN(C)C(=O)Nc2cccc3ccccc23)[C@H](C)CN([C@@H](C)CO)C(=O)c2cc(NS(=O)(=O)c3cccs3)ccc2O1 | -46 | 101* | 9 | -1.5
COCC(=O)Nc1ccc2c(c1)C(=O)N(C)C[C@H](OC)[C@@H](C)CN(C(=O)NC(C)C)[C@@H](C)CO2 | 32 | 36 | nt | 0.9
CCCN1[C@@H]2c3ccc(C4=CCCCC4)c(=O)n3C[C@@H]2[C@@H](CO)[C@@H]1C(=O)OC | 5 | 51 | 3 | 3.4
Cc1ccc(S(=O)(=O)Nc2ccc3c(c2)CC(=O)N([C@@H](C)CO)C[C@@H](C)[C@@H](CN(C)CC2CCCCC2)O3)cc1 | 2 | 48 | -16 | -1.4
COc1cccc(S(=O)(=O)Nc2ccc3c(c2)[C@H]2C[C@@H](CC(=O)N[C@@H](C)c4ccccc4)O[C@H](CO)[C@H]2O3)c1 | -11 | nt | -19 | -4.4
Cc1ccc(S(=O)(=O)N[C@H]2CC[C@@H](CCNC(=O)C3CC3)O[C@H]2CO)cc1 | nt | nt | 0 | 5.3
C[C@H](CO)N1C[C@H](C)[C@H](CN(C)S(=O)(=O)c2ccccc2)Oc2c(NS(=O)(=O)c3ccc(Cl)cc3)cccc2C1=O | -19 | 85 | 26 | 1.7
O=C(Nc1ccc2c(c1)[C@@H]1C[C@H](CC(=O)N3CCOCC3)O[C@H](CO)[C@@H]1O2)NC1CCCC1 | 23 | -20 | 0 | -1.4
Cc1ccc(S(=O)(=O)N(C)C[C@@H]2OCCCC[C@H](C)Oc3ccc(NC(=O)CCCCCC(=O)Nc4ccccc4N)cc3C(=O)N([C@H](C)CO)C[C@@H]2C)cc1 | nt | nt | -6 | 0.5
O=C(C[C@@H]1CC[C@H]2[C@@H](COC[C@@H](O)CN2S(=O)(=O)c2ccccc2)O1)N1CCOCC1 | 32 | -20 | 8&3 | 0.2
CS(=O)(=O)N1[C@H](C(=O)NCC2CC2)[C@@H](CO)[C@@H]2Cn3c(ccc(-c4ccccc4F)c3=O)[C@@H]21 | 33 | nt | 1 | -0.2
C[C@@H]1CN([C@H](C)CO)C(=O)Cc2cc(NS(=O)(=O)c3ccccc3)ccc2O[C@H]1CN(C)S(=O)(=O)c1cccs1 | -13 | 26 | 6 | -0.3
Cc1noc(C)c1NC(=O)N(C)C[C@H]1OCCCC[C@H](C)Oc2ccc(NC(=O)NC3CCCCC3)cc2C(=O)N([C@H](C)CO)C[C@@H]1C | 36 | 32 | -6 | 1.0
O=C(NCc1ccccc1)[C@@H]1[C@@H](CO)[C@@H]2Cn3c(cccc3=O)[C@H]1N2CC1CCCC1 | -28 | 0 | 0 | 6.4
CCC(=O)N(C)C[C@@H]1Oc2cc(C#C[C@@H](C)O)ccc2S(=O)(=O)N([C@@H](C)CO)C[C@@H]1C | 25 | 10 | -3 | -0.9
COc1cccc(S(=O)(=O)N[C@H]2CC[C@H](CCn3cc(-c4ccccn4)nn3)O[C@H]2CO)c1 | 2 | 18 | 1 | 6.0
C[C@H](CO)N1C[C@H](C)[C@H](CN(C)Cc2ccc(C(=O)O)cc2)Oc2ccc(NS(C)(=O)=O)cc2CC1=O | 16 | 28 | 7 | 0.0
C[C@@H]1CN([C@H](C)CO)C(=O)c2cc(-c3ccc(F)cc3)cnc2O[C@H]1CN(C)C(=O)c1ccncc1 | -4 | 12 | nt | -0.3
CN(C)C(=O)C[C@@H]1C[C@H]2c3cc(NC(=O)Nc4ccc(C(F)(F)F)cc4)ccc3O[C@H]2[C@H](CO)O1 | -17 | -6 | 5 | -1.3
CCCN(C)C[C@H]1Oc2ncc(C#CCN(C)C)cc2C(=O)N([C@@H](C)CO)C[C@@H]1C | -17 | -23 | 6 | 0.4
C[C@H]1CN([C@@H](C)CO)C(=O)c2cc(N(C)C)ccc2O[C@@H]1CN(C)C | 2 | -24 | -1 | nt
O=C(NCC1CC1)[C@@H]1[C@@H](CO)[C@@H]2Cn3c(ccc(-c4cccnc4)c3=O)[C@H]1N2C(=O)C1CC1 | nt | 48 | -2 | -1.7
CO[C@H]1CN(C)C(=O)c2ccc(NC(=O)C3CCC3)cc2OC[C@@H](C)N(Cc2ccncc2)C[C@@H]1C | nt | 42 | nt | 2.6
CC=Cc1ccc2n(c1=O)C[C@H]1[C@H](CO)[C@@H](C(=O)N(C)C)[C@@H]2N1C(=O)c1ccc(F)cc1 (mixture of isomers) | nt | -58 | -5 | 1.1
C[C@H]1CN([C@@H](C)CO)C(=O)c2cc(NC(=O)Cc3cn(C)c4ccccc34)ccc2O[C@@H]1CN(C)C(=O)Nc1ccccc1 | -5 | 0 | 1 | 0.7
COc1cccc(C#Cc2ccc([C@@H]3[C@@H](C#N)N(C(=O)C4CCCC4)[C@@H]3CO)cc2)c1 | -47 | nt | -1 | -1.8

Random excerpt: 2 entries already listed.
SMILES | Pf Dd2 growth | T cruzi growth | C diff HTS | GASC1 inh
COc1cccc(S(=O)(=O)N[C@H]2CC[C@H](CCn3cc(-c4ccccn4)nn3)O[C@H]2CO)c1 | 2 | 18 | 1 | 6.0
Cc1noc(C)c1NC(=O)N(C)C[C@H]1OCCCC[C@H](C)Oc2ccc(NC(=O)NC3CCCCC3)cc2C(=O)N([C@H](C)CO)C[C@@H]1C | 36 | 32 | -6 | 1.0

(list continues)
SMILES | Pf Dd2 growth | T cruzi growth | C diff HTS | GASC1 inh
O=C(C[C@H]1C[C@H]2c3cc(NC(=O)C4CCOCC4)ccc3O[C@H]2[C@@H](CO)O1)NCCc1ccccc1 | 24 | 38 | -1 | 0.2
Cc1noc(C)c1NC(=O)N(C)C[C@@H]1Oc2c(NC(=O)c3cnccn3)cccc2C(=O)N([C@@H](C)CO)C[C@@H]1C | 2 | 84 | 2 | 0.7
O=C(C[C@@H]1CC[C@@H](NC(=O)c2ccc(F)cc2)[C@H](CO)O1)NCCc1ccncc1 | -2 | 27 | -2 | 0.3
CCNC(=O)[C@@H]1[C@@H](CO)[C@@H]2Cn3c(ccc(C4=CCCCC4)c3=O)[C@@H]2N1CC1CC1 | 4 | 17 | 3 | 4.6
O=C(C[C@@H]1C=C[C@H](NC(=O)CN2CCOCC2)[C@H](CO)O1)NCCc1ccccc1 | 3 | -25 | -2 | -0.9
C[C@H]1CN([C@@H](C)CO)C(=O)c2cccc(NC(=O)C3CCOCC3)c2O[C@@H]1CN(C)S(=O)(=O)c1ccccc1 | 2 | nt | 5&-2 | -1.3
C[C@@H]1CN([C@@H](C)CO)C(=O)c2c(c3ccccc3n2C)-c2ccccc2CO[C@H]1CN(C)S(=O)(=O)c1cccc(C#N)c1 | -68 | 93 | -3 | -0.8
CO[C@H]1CN(C)C(=O)c2cc(NC(=O)Nc3cccc(Cl)c3)ccc2OC[C@H](C)N(C)C[C@H]1C | -18 | -91 | -3 | 0.8
C[C@@H]1CN([C@H](C)CO)C(=O)c2cc(NC(=O)CCCCCC(=O)Nc3ccccc3N)ccc2O[C@H]1CN(C)S(C)(=O)=O | 30 | -19 | -1 | -0.9
COc1ccc(NC(=O)N(C)C[C@H]2OCCCC[C@H](C)Oc3ccc(NS(=O)(=O)c4c(C)noc4C)cc3C(=O)N([C@@H](C)CO)C[C@@H]2C)cc1 | -45 | 63 | 4 | 0.1
C[C@@H]1CN([C@@H](C)CO)C(=O)Cc2cc(NC(=O)Cc3ccccc3)ccc2O[C@H]1CN(C)Cc1ccccc1 | -57 | 78 | -6 | 1.0
CCC(=O)Nc1ccc2c(c1)C(=O)N(C)C[C@@H](OC)[C@H](C)CN(Cc1cccnc1)[C@@H](C)CO2 | 27 | -104 | -1 | -0.6

The list goes on, starting with the last 2 of the part before.
SMILES | Pf Dd2 growth | T cruzi growth | C diff HTS | GASC1 inh
C[C@@H]1CN([C@@H](C)CO)C(=O)Cc2cc(NC(=O)Cc3ccccc3)ccc2O[C@H]1CN(C)Cc1ccccc1 | -57 | 78 | -6 | 1.0
CCC(=O)Nc1ccc2c(c1)C(=O)N(C)C[C@@H](OC)[C@H](C)CN(Cc1cccnc1)[C@@H](C)CO2 | 27 | -104 | -1 | -0.6
COc1ccc(S(=O)(=O)N2C[C@@H](O)COC[C@@H]3O[C@@H](CC(=O)N[C@@H]4CCN(Cc5ccccc5)C4)CC[C@H]32)cc1 | nt | -46 | 1&-8 | -3.9
COc1ccc(CN(C)C[C@@H]2Oc3ccc(NS(=O)(=O)c4ccc(F)cc4)cc3CC(=O)N([C@H](C)CO)C[C@@H]2C)cc1 | -22 | 66 | -23 | 0.2
COc1cc(CN2CC3(CN(C(=O)NC(C)C)C3)c3c(n(C)c4cc(OC)ccc34)[C@H]2CO)cc(OC)c1 | -79 | nt | 8 | -0.8
Cc1ccc(S(=O)(=O)N(C)C[C@H]2OCCCC[C@@H](C)Oc3ccc(NC(=O)CCC(F)(F)F)cc3C(=O)N([C@H](C)CO)C[C@@H]2C)cc1 | 4 | nt | nt | 0.2
CC(C)NC(=O)Nc1ccc2c(c1)CC(=O)N([C@@H](C)CO)C[C@@H](C)[C@@H](CN(C)S(=O)(=O)c1ccc(F)cc1)O2 | 2 | 27 | 7 | 1.0
CC(C)NC(=O)N1C[C@@H]2[C@H](c3ccccc31)[C@H](CO)N2C(=O)c1ccccc1 | 15 | 34 | 1 | 1.1
COCC(=O)N[C@H]1CC[C@@H](CC(=O)N2CCCCC2)O[C@H]1CO | 5 | 13 | nt | 0.5
CCCNC(=O)C[C@H]1CC[C@@H]2[C@H](COC[C@H](O)CN2Cc2ccc(Cl)c(Cl)c2)O1 | -1 | 12 | 0 | -0.1
CCC(=O)N1CC2(C1)[C@H](c1ccccc1)[C@H](CO)N2C(=O)c1cccnc1 | 6 | nt | -2 | -2.1
C[C@@H]1CN([C@@H](C)CO)C(=O)c2cc(NC(=O)c3ccccc3)ccc2O[C@@H](C)CCCCO[C@@H]1CN(C)Cc1ccc(C(=O)O)cc1 | 38 | -12 | 1 | 2.0
CCCNC(=O)N1CC(=O)N2[C@H](C1)[C@H](c1ccc(C#Cc3ccc(F)cc3)cc1)[C@@H]2CO | -8 | nt | -6 | 1.4
CO[C@@H]1CN(C)C(=O)c2ccc(NC(=O)C3CCC3)cc2OC[C@@H](C)N(Cc2ccccn2)C[C@H]1C | 8 | nt | 9 | 0.8
O=C(C[C@H]1C[C@@H]2c3cc(NS(=O)(=O)c4ccc(F)cc4)ccc3O[C@@H]2[C@H](CO)O1)NCc1ccc(Oc2ccccc2)cc1 | -32 | 118* | nt | -0.3
CN1CCN(C(=O)C[C@@H]2C[C@@H]3c4cc(NC(=O)Nc5ccc(F)cc5)ccc4O[C@@H]3[C@H](CO)O2)CC1 | -20 | -16 | 1 | 2.5

Bioassay records (PubChem BioAssay)

Compounds were not picked by outcome; 6.7% or so of the library scored in one or more.
